# Tb PFK block: T. brucei PFK enzyme inhibition | actives 0.17% (n = 330,000) | Potency, µM (highest dose often 57.5 µM), for inactives: at the highest dose activity, negative = inhibition, hits mostly inhibitors | AID 485367 | T. brucei PFK, ADP-Glo luminescence | O15648;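 also: potency is read from the fitted curve at half-maximal effect; 0% = uninhibited 1x PFK enzyme wells and -100% = no-enzyme wells; nearly all actives have a fitted effect of over 60% in size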
#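 PFK 1.25 nM, F6P 0.5 mM, ATP 0.1 mM, 0.1 M TEA pH 8.0, 5 mM MgCl2, 0.01% Tween20, 0.1% BSA; 45 min RT. ADP-Glo readout. qHTS titration up to 57 uM; curves fitted, compounds curve-classed.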
# Eya2 phos inh: inhibitors of human Eya2 phosphatase activity. AID 488837. Potency, µM (top dose mostly 76.9 µM), inactives show at the top dose activity, negative = inhibition, actives largely listed as inhibitors. actives 0.006% (n = 330,000). O00167. recombinant Eya2, OMFP fluorescence dephosphorylation (OMFP is methylfluorescein phosphate); also: potency is read from the fitted curve at half-maximal effect; % is scaled to controls: 0 for no effect and ±100 for the full control effect
# Target sequence (O00167 whole entry, looked up): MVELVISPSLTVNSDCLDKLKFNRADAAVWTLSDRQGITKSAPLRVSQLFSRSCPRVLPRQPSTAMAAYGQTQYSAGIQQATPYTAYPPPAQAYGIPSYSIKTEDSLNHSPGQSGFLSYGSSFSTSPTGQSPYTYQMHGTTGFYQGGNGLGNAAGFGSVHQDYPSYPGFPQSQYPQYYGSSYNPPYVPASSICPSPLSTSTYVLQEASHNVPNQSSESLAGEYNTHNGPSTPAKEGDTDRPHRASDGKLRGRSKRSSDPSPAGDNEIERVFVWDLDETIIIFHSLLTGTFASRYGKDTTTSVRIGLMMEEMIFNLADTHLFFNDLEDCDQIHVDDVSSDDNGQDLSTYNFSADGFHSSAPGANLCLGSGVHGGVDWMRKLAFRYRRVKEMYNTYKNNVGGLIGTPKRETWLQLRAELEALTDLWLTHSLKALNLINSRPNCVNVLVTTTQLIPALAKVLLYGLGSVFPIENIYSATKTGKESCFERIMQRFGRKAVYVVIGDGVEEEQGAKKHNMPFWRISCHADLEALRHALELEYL
#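 Eya2 (0.2 uM) preincubated 10 min at ambient with compound, then OMFP substrate added at 50 uM; 10 min reaction in 50 mM HEPES pH 7.5, 50 mM NaCl, 5 uM MgCl2, 0.05% BSA, 1 mM DTT. Fluorescence read at Ex 485/Em 525 nm.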
# TSHR antagonist: human thyrotropin receptor antagonism; TSHR-expressing cells, TSH-stimulated cAMP HTRF, 2 h; hits give low values; activity change, negative = inhibition, % at 11.5 µM; actives 0.2% (n = 330,000);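 active = activity change below a set negative limit, meaning inhibition stronger than a set level, cut at about -70% in these data; inconclusive = activity change between two set negative limits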; also: % is scaled to controls: 0 for no effect and ±100 for the full control effect
#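 Cell-based HTRF cAMP assay; TSHR cells + compound, TSH EC80 (4nM final), 2 h, 37 deg C. Lysis with anti-cAMP cryptate and cAMP-d2, 30 min RT, read 665/620 nm.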
# Chronic BCR inh: inhibitors of chronic active B-cell receptor signaling; ABC-DLBCL IkBa-CBG/CBR reporter, luminescence ratio, 4 h; Potency, µM (highest dose often 46.1 µM), for inactives: at the highest dose ratio change, negative = lower green/red ratio, usual class: inhibitors; actives 0.05% (n = 340,000); active = well fitted inhibition curve with a large enough effect in the signal ratio, with a control signal flat, not every such curve was filed as active; inconclusive = small, poorly fitted or top-dose-only effect, or effect the other way, or a change in a side signal; the % refers to the signal ratio;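 also: potency is read from the fitted curve at half-maximal effect; plate controls were basal doxycycline-induced cells for no effect and cells given 10 µM MG132 for full effect; MG132 reads +100%, hits lower the ratio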
#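 Compounds up to 46 uM were incubated four hours with TMD8 cells whose green CBG68 luciferase is fused to IkappaBalpha; red CBR luminescence normalised the signal, and concentration-effect curves were fitted to fusion, red and ratio data.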
# Mito fusion act: mitochondrial division inhibition or fusion activation | S. cerevisiae fusion-defective mutant growth rescue, CellTiterGlo 48 h | Potency, µM (top dose mostly 46.1 µM), inactives show at the highest dose growth rescue (activation), most hits filed as activators | actives 0.23% (n = 320,000);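 also: potency is read from the fitted curve at half-maximal effect; % of control where 0% means no effect; nearly all actives have a fitted effect of over 45% in size; temperature-sensitive fusion mutants such as fzo1-1 at 37 °C on non-fermentable ethanol glycerol medium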
#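 Compounds are tested for their ability to restore growth of mitochondrial fusion-defective yeast strains at non-permissive 37C in YPEG medium over 48 hours. Viability is quantified by luciferase luminescence.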
# uPA surface inh: inhibitors of cell surface uPA generation; cell surface uPA generation assay, qHTS; Potency, µM (highest dose often 38.3 µM), inactives show at the highest dose activity change, negative = inhibition, usual class: inhibitors; actives 0.31% (n = 330,000); AID 540303; active = well fitted inhibition curve with a large enough effect; inconclusive = small, poorly fitted or top-dose-only effect; inactive = no such curve, though single readings can be large or run the other way; tested in mouse RAW 264.7 cells; also: potency is read from the fitted curve at half-maximal effect; % is scaled to controls: 0 for no effect and ±100 for the full control effect; nearly all actives have a fitted effect of over 55% in size
# B2AR arrestin: beta2AR (human) beta-arrestin recruitment activity | actives 0.02% (n = 330,000) | Potency, µM (titrated, usually from 46.1 µM), without a hit: at the top dose activation, most hits filed as activators | P07550 | beta-arrestin recruitment to beta2AR, cell-based reporter;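 also: potency is read from the fitted curve at half-maximal effect; 0% = DMSO controls and full agonism = EC100 isoproterenol or metaproterenol; nearly all actives have a fitted effect of over 65% in size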
# Target sequence (P07550 whole entry, looked up): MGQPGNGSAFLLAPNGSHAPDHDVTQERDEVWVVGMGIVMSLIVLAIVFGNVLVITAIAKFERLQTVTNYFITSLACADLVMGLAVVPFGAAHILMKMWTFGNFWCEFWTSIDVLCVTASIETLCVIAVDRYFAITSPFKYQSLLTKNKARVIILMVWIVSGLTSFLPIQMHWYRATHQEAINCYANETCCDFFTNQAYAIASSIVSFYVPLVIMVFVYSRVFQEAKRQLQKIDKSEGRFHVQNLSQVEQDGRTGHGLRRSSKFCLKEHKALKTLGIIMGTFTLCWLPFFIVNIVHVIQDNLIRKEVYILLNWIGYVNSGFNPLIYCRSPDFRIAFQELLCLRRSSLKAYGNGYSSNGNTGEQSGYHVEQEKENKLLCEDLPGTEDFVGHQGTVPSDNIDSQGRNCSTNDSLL
# TCR act: activators of T cell receptors. primary human leukocytes, anti-CD3, IL-2 HTRF, 48 h. Potency, µM (titrated, usually from 9.22 µM), for the others: top-dose activation of IL-2 secretion, most hits filed as activators. 330,000 tested, under 10 active. AID 504894; also: % of control where 0% means no effect
#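 Activity was scored as IL-2 release from primary human leukocytes given only a TCR signal (a-CD3 beads) plus compound for 48 hr. Detection used a two-antibody HTRF format read at 665nm.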
# TSG101-PTAP inh: blocks PTAP/TSG101 interaction to inhibit HIV-1 budding. Q99816. Fluorescence polarization, FITC-PTAP peptide / Tsg101 binding. Potency, µM (series often up to 115 µM), for the others: at the top dose activity change, negative = inhibition, actives largely listed as inhibitors. 340,000 tested, under 10 active. AID 493005; active = well fitted inhibition curve with a large enough effect in the main read-out, with a control signal flat, not every such curve was filed as active; inconclusive = small, poorly fitted or top-dose-only effect, or effect the other way, or a change in a side signal; inactive = no such curve, though single readings can be large or run the other way; also: potency is read from the fitted curve at half-maximal effect; % of control where 0% means no effect
#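 Compounds were pin-transferred onto Tsg101 binding domain (10 uM final) in HEPES pH 7.5 buffer, then FITC-PTAP peptide was added at 50 nM final. After 20 min at RT, polarization reported peptide displacement across a qHTS concentration series.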
# USP2a block: inhibitors of human ubiquitin-specific protease USP2a. actives 0.01% (n = 330,000). O75604. USP2 core, Ub-CHOP2 coupled fluorogenic reporter, 485/531. Potency, µM (highest dose often 38.3 µM), without a hit: at the top dose activity change, negative = inhibition, actives largely listed as inhibitors;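 also: potency is read from the fitted curve at half-maximal effect; plate controls were DMSO wells for no effect and full inhibition by NEM control for full effect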
#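 Deubiquitinase activity read as fluorescence (485/531 nm) after Ub-CHOP2 cleavage activates the enterokinase reporter on its substrate; USP2 core 10nM, Ub-CHOP2 and substrate 25nM each, 30min compound preincubation then 60min RT; data normalized to NEM, curves fitted.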
# ELG1 repair inh: ELG1-dependent DNA repair inhibition; HEK293T ELG1-luciferase reporter, luminescence, 16 h; DNA damage induced by 5-fluorouridine; Potency, µM (doses to about 46.1 µM), inactives show at the highest dose activity change, negative = inhibition, actives largely listed as inhibitors; AID 504467; actives 2.3% (n = 330,000); also: potency is read from the fitted curve at half-maximal effect; % is scaled to controls: 0 for no effect and ±100 for the full control effect; nearly all actives have a fitted effect of over 55% in size
#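 Reporter activity after DNA damage by 5-fluorouridine is monitored. Compound-treated cells incubate 16 hr at 37 °C, then ONE-Glo is added for 30 min before luminescence reading.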
# Numbers without * were called inactive; ? = inconclusive; nt = no result given; [ ] = dose if it differs, or a comment. Unless noted, calls follow the shape of the dose curve; as a rule, active = well fitted curve in the direction sought with a large enough effect; inconclusive = small, poorly fitted or top-dose-only effect, or another doubt; inactive = no such curve, though single readings can be large; an effect the other way counts as inactive or inconclusive.
SMILES,Tb PFK block,Eya2 phos inh,TSHR antagonist,Chronic BCR inh,Mito fusion act,uPA surface inh,B2AR arrestin,TCR act,TSG101-PTAP inh,USP2a block,ELG1 repair inh
CCOc1ccc(Nc2nc(N)c([N+](=O)[O-])c(N3CCN(CC)CC3)n2)cc1,2%,10%,14,-16%,-12%,-2%,-0.4%,-5%,-7%,-4%,19%
CC(NC(=S)Nc1c(Cl)cccc1OC(F)F)C(C)(C)C (configuration not stated),5%,-12%,6,-1%,7%,8%,2.8%,3%[46.1 µM],-5%,2%,1%
CCn1c(SCC(=O)Nc2cc(C)on2)nnc1-c1cccc(C)c1,-3%,0%,-6,1%,0%,-6%,0.0%,-2%,-8%,0%,2%
Cc1ccc(NC(=O)C2CC(=O)N/C(=N/N=C/c3ccco3)S2)cc1 (configuration not stated),-5%,3%,14,?,-7%,16%,-0.3%,1%[46.1 µM],-1%,5%,?
COc1cc(CN(C)CCc2ccccc2)ccc1OCc1ccccc1,-13%,-9%,1,-9%,-6%,nt,0.2%,-3%,0%,-5%,-10%
FC(F)(F)COc1nc(N2CCOCC2)nc(N(c2ccccc2)c2ccccc2)n1,-4%,2%,-17,20%,19%,1%,-0.6%,-7%[46.1 µM],-2%,-2%,?
CCOC(=O)Cc1nc(-c2cccc(C(F)(F)F)c2)no1,-2%,0%,-7,5%,-3%,1%,0.2%,0%,5%,2%,4%
O=C(CSc1nc2ccccc2c(=O)[nH]1)N1CCCCC1,-4%,2%,9,?,-5%,8%,0.1%,1%,-6%,0%,?
O=C(NC(=S)Nc1ccc(Cl)cn1)C12CC3CC(CC(C3)C1)C2,-4%,-1%,5,0%,0%,-27%,0.1%,6%,0%,-1%,?
CN(C(=O)COC(=O)c1nn(C)c(=O)c2ccccc12)c1c(N)n(Cc2ccccc2)c(=O)[nH]c1=O,-1%,1%,-2,-22%,-3%,-5%,0.1%,1%,-2%,0%,11%
CCOC(=O)c1c(-c2cccc([N+](=O)[O-])c2)csc1NC(=O)CCCOc1ccccc1,-2%,2%,26,-13%,3%,20%,-0.5%,-2%[46.1 µM],0%,0%,?
CCOC(Cn1cc(C)c(=O)[nH]c1=O)OCC,-2%,14%,17,8%,-6%,-6%,-0.3%,0%,1%,1%,0%
Cc1cccc(NC(=O)/C(C#N)=C\c2cn(CC(=O)O)c3ccccc23)c1,1%,-21%,4,?,1%,0%,0.0%,-9%,-1%,-1%,-8%
C#Cc1ccc([C@@H]2C=C(C(=O)Nc3ccccc3)O[C@H](OCC)[C@H]2CCCO)cc1,0%,0%,-10,-2%,?,4%,-0.2%,0%,-6%,-1%,?
CN(C)C(=O)Cn1cnc2c(cnn2-c2ccccc2Cl)c1=O,0%,-6%,11,3%,-4%,5%,-3.1%,3%,2%,3%,-5%
Cc1ccc(SCC(=O)OC(C)C(=O)NC2CCCCC2C)c(C)c1 (configuration not stated),15%,1%,38,7%,2%,0%,-0.3%,14%,-4%,-3%,4%
CCCCNC(=O)CCc1nc2cccnc2n1Cc1ccccc1,-6%,12%,-12,2%,-3%,0%,-0.1%,-7%,-7%,-2%,-6%
OC1CCCN(CC(O)c2ccccc2)C1 (configuration not stated),0%,5%,7,-7%,11%,13%,-0.2%,1%,1%,-1%,2%
Cc1oc2c(C)c3oc(=O)c(CCC(=O)NCCN4CCOCC4)c(C)c3cc2c1C,-2%,4%,-21,-16%,1%,7%,-0.8%,0%,-2%,2%,-2%
COc1ccc2sc(-c3ccc(N(C)C)cc3)c(C#CCO)c2c1,-2%,10%,-32,-14%,?,-16%,2.5%,5%,-9%,0%,-27%
Cc1cccc(C)c1NC(=O)c1ccc([N+](=O)[O-])s1,2%,2%,9,?,13%,1%,-1.4%,-2%[46.1 µM],-2%,2%,-37%
CCOc1ccc(Br)cc1S(=O)(=O)Nc1ccc(NC(=O)c2ccccc2C)cc1,0%,1%,-21,-3%,-3%,2%,-0.5%,-3%[46.1 µM],-3%,-8%,?
O=C(Nc1ccc(F)cc1)c1cc2ccccc2o1,-4%,-6%,-9,?,-7%,?,-1.3%,14%,0%,-1%,?
CCCCn1c(=O)[nH]c(=O)c2c1nc(CN(C)Cc1cccc(OC)c1OC)n2CCC,-1%,-8%,-8,-1%,17%,-2%,0.4%,-2%,-1%,0%,?
COc1cc2c(cc1OC)CN(C(=O)CCOc1ccccc1)CC2,1%,-2%,-2,?,4%,-3%,0.0%,4%,-3%,-1%,-23%
C=CCNC(=S)Nc1cccc(N)c1,-8%,0%,0,?,-6%,-2%,0.0%,2%,-3%,2%,8%
O=C(Cc1ccc(Br)c2ccccc12)N/N=C/c1ccccn1,-16%,2%,-10,?,22%,-7%,0.1%,-1%,-2%,-9%,9.2µM*
S=C(Nc1ccc(Cl)cc1Cl)N1CCCCC1,0%,-6%,1,1%,-4%,-4%,-1.8%,2%[46.1 µM],1%,2%,?
Cc1cc(CN(C)C)c(O)c(C2(C)CCCCC2)c1,7%,8%,0,1%,0%,8%,0.0%,2%,-10%,2%,9%
O=[N+]([O-])c1ccc(Cl)c2c1C1C=CCC1C(c1ccccn1)N2 (configuration not stated),-1%,-1%,-6,0%,16%,-3%,-0.7%,0%,-4%,-2%,-2%
Cc1csc(SCC(=O)NC(=O)Cc2ccccc2)n1,9%,-12%,11,11%,-4%,-6%,3.5%,-1%[46.1 µM],-1%,0%,?
Cc1ccc2ccc(C(Nc3cccc(C(F)(F)F)c3)c3cccnc3)c(O)c2n1 (configuration not stated),-1%,4%,-1,?,2%,?,-1.0%,-7%,-1%,3%,-13%
O=C1CCOc2cc(OCc3ccccc3)ccc21,-5%,9%,-3,?,4%,nt,0.1%,0%[46.1 µM],-4%,1%,?
CCN(CC(=O)Nc1c(F)cccc1F)C(=O)CSCC(=O)Nc1cccc(C)c1,5%,-4%,8,-4%,-2%,-5%,0.0%,7%,0%,-1%,7%
Cc1ccc(NS(=O)(=O)c2cc([N+](=O)[O-])ccc2N/N=C/c2sc(N3CCOCC3)nc2-c2ccccc2)c(C)c1,1%,-2%,-5,9%,0%,21%,0.0%,1%,9%,5%,5%
COC(=O)C1=CN(C)C=C(C(=O)OC)C1c1ccc(Cl)cc1Cl,6%,-1%[15.4 µM],-3,0%,0%,1%,-0.5%,3%,-1%,3%,-2%
CCc1ccccc1NC(=O)CSc1nc2c(c(-c3ccco3)c1C#N)CCCC2,1%,-1%,-43,2%,-1%,nt,0.1%,-6%,-3%,-1%,2%
COc1cccc(OC)c1C(=O)N1CCN(Cc2ccccc2C(F)(F)F)CC1,-8%,13%,-4,?,3%,-1%,-0.1%,-2%,0%,-2%,-20%
Cc1ccc(NC(=O)C2CCN(S(=O)(=O)c3cccc4cccnc34)CC2)nc1,0%,-21%,-10,0%,4%,3%,2.9%,-5%,0%,0%,?
CC(C)CCN1CCC(N)=NC1=O,-26%,-3%,12,2%,3%,4%,-0.3%,5%,1%,2%,12%
CN(C(=O)Cc1c(C(=O)O)n(C)c2ccccc12)c1ccc(Cl)cc1,-5%,9%,6,5%,-2%,7%,0.1%,8%,-2%,2%,-1%
Nc1nc(N)nc(-c2cc(O)ccc2O)n1,-2%,0%,-9,?,-7%,3%,0.1%,10%,-12%,1%,1.2µM*
CN1CCN(c2ccc(NC(=S)NC(=O)c3cccc4c(Cl)cccc34)cc2)CC1,0%,10%,6,12%,-7%,2%,-0.9%,-10%,-2%,-1%,1%
CCOC(=O)N1CCN(C(=O)c2cc3n(n2)C(C(F)(F)F)CC(c2ccc4c(c2)OCO4)N3)CC1 (configuration not stated),-11%,-4%,-8,-1%,0%,0%,-0.3%,6%,nt,0%,-1%
CCOc1ccc(NC(=O)c2ccc(N)cc2)cc1,8%,-2%,-3,?,-1%,?,-0.5%,5%[46.1 µM],-1%,5%,?
COc1cc(/C=C/CO)cc(OC)c1O[C@@H]1O[C@H](CO)[C@@H](O)[C@H](O)[C@H]1O,0%,5%,10,5%,-3%,9%,-1.8%,-3%,-2%,-1%,15%
CCOc1ccc(C(=O)Nc2cccc(-c3ccc(N4CCOCC4)nn3)c2)cc1OCC,0%,-8%,-10,?,-1%,-10%,3.4%,4%,2%,-1%,?
Cn1ncc(Cl)c1C(=O)Nc1cccc(Cl)c1,-6%,10%,-2,-6%,1%,5%,-0.5%,0%[46.1 µM],-6%,3%,9%

# No enrichment for hits. Share with any hit: about 3%.
